# RXFP1 agonist – agonists of human relaxin receptor RXFP1; HEK293T-RXFP1 cAMP TR-FRET, 30 min; response scale: percent of porcine relaxin response, buffer zero; Potency, µM (series often up to 57.5 µM), inactives show top-dose activation, actives largely listed as activators; 370,000 tested, 0.3% active; AID 2676; further: on the % scale 0 is the no-effect control and ±100 the full control effect; nearly all actives have a fitted effect of over 60% in size; many of its hits are not listed in these tables
#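 Agonist response is measured as cAMP accumulation in an RXFP1-transfected HEK293T line under PDE4 inhibition. Values are scaled between buffer-only and 29 nM porcine relaxin, and EC50s come from standard Hill equation fits.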
# Vif-APOBEC3F blk – blocks the Vif interaction with APOBEC3F. HeLa A3F-eYFP + Vif (tagged APOBEC3F with the HIV-1 protein that degrades it), YFP fluorescence increase. Potency, µM (doses to about 46.1 µM), without a hit: top-dose activity, negative = active. AID 602313. 390,000 tested, 0.2% active; further: % of control where 0% means no effect; nearly all actives have a fitted effect of over 65% in size
#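 Fluorescence increase (Ex 488/Em 500-530) after overnight compound treatment at 37 deg C flags inhibition of Vif-driven A3F-eYFP loss in stable HeLa A3F-eYFP/Vif cells seeded overnight beforehand.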
# 12-LOX inh – blocks human arachidonate 12S-lipoxygenase; P18054; purified 12hLO, xylenol orange hydroperoxide absorbance; Potency, µM (titrated, usually from 108 µM), for the others: top-dose activity change, negative = inhibition, most hits filed as inhibitors; 580,000 tested, 1.1% active; AID 1671190; further: on the % scale 0 is the no-effect control and ±100 the full control effect
#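 Purified human 12hLO at 150 nM in 25 mM Hepes, 0.01% Triton X-100, pH 7.0, preincubated 15 min at room temperature with compound. Reaction started with 40 uM arachidonic acid, 30 min at room temperature. Hydroperoxide measured by Fe-xylenol orange, 573/405 nm absorbance ratio.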
# rTrxR1 inhibitor – rat TrxR1 inhibition | O89049 | recombinant rTrxR1, NADPH fluorescence consumption, selenite substrate | Potency, µM (titrated, usually from 114 µM), without a hit: top-dose activity change, negative = inhibition, most hits filed as inhibitors | 390,000 tested, 1% active | AID 588453; further: on the % scale 0 is the no-effect control and ±100 the full control effect; nearly all actives have a fitted effect of over 65% in size
# Target sequence (O89049 whole entry, looked up): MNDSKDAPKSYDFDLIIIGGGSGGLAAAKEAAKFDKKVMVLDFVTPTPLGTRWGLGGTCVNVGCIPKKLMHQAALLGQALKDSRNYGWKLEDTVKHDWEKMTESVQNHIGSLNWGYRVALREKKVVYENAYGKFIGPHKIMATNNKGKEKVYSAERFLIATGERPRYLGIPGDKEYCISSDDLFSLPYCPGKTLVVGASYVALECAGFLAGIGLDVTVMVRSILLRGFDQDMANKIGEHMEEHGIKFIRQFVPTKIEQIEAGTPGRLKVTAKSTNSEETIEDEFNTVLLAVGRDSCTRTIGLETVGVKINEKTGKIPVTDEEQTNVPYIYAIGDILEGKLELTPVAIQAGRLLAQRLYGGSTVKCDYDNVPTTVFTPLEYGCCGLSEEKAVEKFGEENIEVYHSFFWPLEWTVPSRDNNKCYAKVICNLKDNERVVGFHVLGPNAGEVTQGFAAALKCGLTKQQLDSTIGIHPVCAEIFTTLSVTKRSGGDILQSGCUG
#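 Rat TrxR1 (90 nM in the dispensed reagent) was pre-reduced with 400 uM NADPH for 5 min at room temperature, then incubated with compound for 15 min. After 400 uM selenite was added, NADPH fluorescence (Ex 340/Em 450 nm) was followed for 8 min.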
# RGS4 inh – human RGS4 inhibition. P49798. 390,000 tested, 0.039% active. Potency, µM (doses to about 114 µM), for the others: at the highest dose activity change, negative = inhibition, actives largely listed as inhibitors. Transcreener GDP fluorescence polarization, RGS4-accelerated GTP hydrolysis. AID 504845; further: on the % scale 0 is the no-effect control and ±100 the full control effect; nearly all actives have a fitted effect of over 75% in size; some results filed as inactive show a strong effect at the top dose
#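 MLSMR compounds (23 nl, pin-transferred) preincubated 10 min at room temperature with a 500nM (2x) first reagent, then RGS4 at 900nM (2x) plus Transcreener GDP mix added; fluorescence polarization (620/688 nm) read before and after 90 min at 30 °C.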
# Vif-A3G inh – Vif-A3G binding inhibition | 410,000 tested, 0.076% active | AID 602310 | HeLa A3G-eYFP + Vif (tagged APOBEC3G with the HIV-1 protein that degrades it), YFP fluorescence, overnight | Potency, µM (titrated, usually from 46.1 µM), for inactives: at the highest dose activity, negative = active, actives largely listed as inhibitors;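 further: on the % scale 0 is the no-effect control and ±100 the full control effect; nearly all actives have a fitted effect of over 60% in size; hits raise eYFP signal because A3G escapes Vif-driven loss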
# Target sequence (Q9HC16 whole entry, looked up): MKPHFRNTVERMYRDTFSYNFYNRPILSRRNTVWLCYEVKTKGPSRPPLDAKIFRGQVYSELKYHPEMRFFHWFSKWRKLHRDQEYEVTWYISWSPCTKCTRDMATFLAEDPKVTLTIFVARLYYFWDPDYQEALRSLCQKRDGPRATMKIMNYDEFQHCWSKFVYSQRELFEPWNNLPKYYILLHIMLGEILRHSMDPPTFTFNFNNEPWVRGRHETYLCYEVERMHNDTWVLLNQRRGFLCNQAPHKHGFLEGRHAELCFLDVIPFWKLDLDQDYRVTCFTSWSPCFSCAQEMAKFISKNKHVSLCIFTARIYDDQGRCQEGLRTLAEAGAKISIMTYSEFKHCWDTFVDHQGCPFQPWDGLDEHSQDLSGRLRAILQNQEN
#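 Read-out is eYFP fluorescence (Ex 488/Em 500-530) from Vif-expressing HeLa A3G-eYFP cells; more signal means A3G escaped Vif-mediated degradation. Cells plated overnight, compound pinned in, incubated overnight at 37 deg C.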
# IDH1 R132H inh – human IDH1 R132H inhibition | O75874 | IDH1-R132H enzyme, NADPH consumption, diaphorase/resazurin fluorescence | Potency, µM (series often up to 76.6 µM), inactives show at the top dose activity change, negative = inhibition, hits mostly inhibitors | 390,000 tested, 0.093% active | AID 602179; further: on the % scale 0 is the no-effect control and ±100 the full control effect; nearly all actives have a fitted effect of over 65% in size
#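 IDH1-R132H (0.5 ug/mL dispensed) in pH 7.5 Tris buffer was preincubated 30 min with compound, then given a substrate mix of 0.016 mM NADPH and 2 mM alpha-KG for 80 min at room temperature; remaining NADPH was read by diaphorase/resazurin fluorescence.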
# TrxR1 substrate – substrates of rat thioredoxin reductase 1 | O89049 | purified TrxR1 substrate turnover, NADPH consumption readout | Potency, µM (top dose mostly 114 µM), inactives show at the highest dose activity change, negative = substrate turnover | 390,000 tested, 0.01% active; further: on the % scale 0 is the no-effect control and ±100 the full control effect; nearly all actives have a fitted effect of over 50% in size
#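 Rat TrxR1, dispensed at 90 nM, was prereduced with 400 uM NADPH (final) for 5 min at ~22 deg C, then incubated with compound 15 min before 400 uM selenite. A first-read NADPH fluorescence drop versus no-compound background flagged substrates.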
# USP1 inh – blocks the human USP1/UAF1 deubiquitinase complex. Potency, µM (highest dose often 57.1 µM), without a hit: at the top dose activity change, negative = inhibition, usual class: inhibitors. recombinant USP1/UAF1, Ub-Rhodamine cleavage fluorescence. 390,000 tested, 0.23% active; further: on the % scale 0 is the no-effect control and ±100 the full control effect; nearly all actives have a fitted effect of over 60% in size; inactives centre near -12
#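 1 nM enzyme complex + cpd, 15 min RT; start with Ub-Rho 150nM final; kinetic fluorescence ex 480/em 540, 6 reads q60 s. Buffer 50mM HEPES pH 7.8, 0.5mM EDTA, 0.1 mg/ml BSA, 1mM TCEP, 0.01% Tween-20.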
# * = called active by the depositor; ? = inconclusive; nt = not tested or not shown; & = joins results of further samples; [ ] = dose if it differs, or a comment. The call rests on the fitted dose curve; in most records, active means well fitted curve in the direction sought with a large enough effect; inconclusive means small, poorly fitted or top-dose-only effect, or another doubt; inactive means no such curve, though single readings can be large; an effect the other way counts as inactive or inconclusive. Potency means the concentration at half of the fitted maximal effect. These rows are one share of the data. The share of hits here may be higher or lower than overall.
# Under each structure – RGS4 inh	USP1 inh	IDH1 R132H inh	TrxR1 substrate	Vif-A3G inh	Vif-APOBEC3F blk	rTrxR1 inhibitor	12-LOX inh	RXFP1 agonist
1: O=[N+]([O-])c1ccc2ncnc(N3CCN(Cc4ccc5c(c4)OCO5)CC3)c2c1
→ 11%	-9%	7%	0%	7%	3%	4%	-4%	0.8%
2: C[C@H]1CN([C@@H](C)CO)C(=O)Cc2cc(NC(=O)Cc3ccccc3)ccc2O[C@H]1CN(C)S(=O)(=O)c1cccs1
→ 3%	14%	-9%	-9%	-1%	5%	-14%	-3%	nt
3: COc1ccc(OC)c2c(C)cc(N3CCCN(C)CC3)nc12
→ -24%	-10%	3%	71%[activator]	-2%	-20%	18%[57.1 µM]	7%	-2.7%
4: CCn1c(SCC(=O)N2CCN(c3ccc(F)cc3)CC2)nnc1-c1ccncc1
→ 26%	-3%	8%	8%	-1%	0%	9%	-16%	-0.4%
5: CCOC(=O)C1=C(C(F)(F)F)Nc2ncnn2C1c1cc(OC)ccc1OC (stereo not drawn)
→ -11%	-17%	0%	7%	-5%	-10%	12%	26%	11%
6: O=S(=O)(Nc1nccs1)c1ccc(NCc2cc(Br)cc(Br)c2O)cc1
→ -9%	-26%	-4%	4%	-11%	-6%	22%	5%	3.2%
7: N#CC(c1ccc(F)cc1)c1ccc(C(=O)c2ccc(F)cc2)cc1 (stereo not drawn)
→ -6%	2%	14%	-8%	-5%	-8%	0%	145%[activator]	5.4%
8: C=CCSc1nc(C)c(CC(=O)OCCCC)c(=O)[nH]1
→ -5%	-23%	3%	-4%	3%	0%	0%	0%	1.3%
9: O=C(CNC(=O)C1CCCCC1)Nc1cc(Cl)ccc1Cl
→ 10%	6%	1%	-5%	1%	0%	4%	?	1.5%
10: COc1ccc(C(=O)NCc2n[nH]c(=S)n2-c2ccccc2)cc1OC
→ 2%	?	7%	16%	-2%	-3%	2%	-21%	0.1%
11: COc1ccc(-n2c(NCCN(C)C)nc3sc4c(c3c2=O)CCCCC4)cc1
→ -6%	-9%	4%	1%	2%	-7%	13%	-25%	-1.3%
12: Cc1ccccc1NC(=O)CCN1C(=O)c2ccccc2Sc2ncccc21
→ -12%	3%	-15%	-1%	4%	-1%	?	-6%	0.7%
13: Cc1sc2nc(C3CC3)nc(N3CCN(S(=O)(=O)c4ccc(F)cc4)CC3)c2c1C
→ -2%	-13%	3%	-5%	-10%	-4%	10%[57.1 µM]	-19%	2.8%
14: COc1ccc(CNc2ncc(-c3ccc(F)cc3)n2C)c2ccccc12
→ -21%	-16%	9%	7%	-13%	-1%	9%	?	2.7%
15: NC(=O)C1CCN(c2nc(-c3ccc(Br)cc3)cs2)CC1
→ -2%&-16%	-16%	5%	0%	0%&-1%	12%	25%	-18%	0.4%&-0.8%&1.8%
16: Cc1cccc(Nc2nc(-c3cccs3)cs2)n1
→ -22%	-12%	20%	-15%	1%	-2%	-18%	-18%	0.0%
17: N#CCc1c(C#N)c(N)nc(N2CCN(S(=O)(=O)c3ccccc3)CC2)c1C#N
→ -29%	-14%	2%	14%	0%	-1%	-8%	340%[activator]	-0.5%
18: Cc1nnc2c(NCCC(C)C)nc3ccccc3n12
→ -12%	3%	3%	9%[57.1 µM]	-3%	11%	18%[57.1 µM]	nt	3.5%
19: Cc1cc(C)c(S(=O)(=O)c2ccc(Cl)cc2)c(=O)[nH]1
→ -4%	-1%	5%	7%[57.1 µM]	1%	11%	-2%[57.1 µM]	-19%	2.2%
20: Cn1cnnc1Sc1ccc(C(=O)OCC(=O)NC2CC2)cc1[N+](=O)[O-]
→ -18%	2%	0%	5%[57.1 µM]	1%	-15%	19%[57.1 µM]	-6%	-1.0%

# A second format for 2 compounds above.
5. CCOC(=O)C1=C(C(F)(F)F)Nc2ncnn2C1c1cc(OC)ccc1OC (stereo not drawn)
  RGS4 inh: -11%	USP1 inh: -17%	IDH1 R132H inh: 0%	TrxR1 substrate: 7%	Vif-A3G inh: -5%	Vif-APOBEC3F blk: -10%	rTrxR1 inhibitor: 12%	12-LOX inh: 26%	RXFP1 agonist: 11%

8. C=CCSc1nc(C)c(CC(=O)OCCCC)c(=O)[nH]1
  RGS4 inh: -5%	USP1 inh: -23%	IDH1 R132H inh: 3%	TrxR1 substrate: -4%	Vif-A3G inh: 3%	Vif-APOBEC3F blk: 0%	rTrxR1 inhibitor: 0%	12-LOX inh: 0%	RXFP1 agonist: 1.3%

# (continued)
# Under each structure – RGS4 inh	USP1 inh	IDH1 R132H inh	TrxR1 substrate	Vif-A3G inh	Vif-APOBEC3F blk	rTrxR1 inhibitor	12-LOX inh	RXFP1 agonist
21: O=C(NC1CCCC1)C(c1ccc(F)cc1)N(Cc1ccc(F)cc1)C(=O)c1ccn[nH]1 (stereo not drawn)
→ 15%	-6%	10%	2%[57.1 µM]	1%	-12%	3%[57.1 µM]	0%	-0.2%
22: COc1cc(C(=O)Nc2ccc(NC(C)=O)cc2)ccc1OCc1ccccc1
→ 12%	-6%	1%	-14%	-1%	-10%	-22%	9%	0.0%
23: COCC(C)n1c(C)cc(C(=O)CSc2nc3ccccc3c(=O)[nH]2)c1C (stereo not drawn)
→ -4%	-16%	6%	2%	-1%	-13%	14%	?	14%
24: Cc1ccc2sc(N(CCCN(C)C)C(=O)c3ccc(S(=O)(=O)N4CCCCCC4)cc3)nc2c1C
→ 14%	-4%	0%	1%[57.1 µM]	-4%	1%	4%[57.1 µM]	?	1.5%
25: Cc1onc(-c2c(Cl)cccc2Cl)c1C(N)=S
→ -8%	-28%	2%	7%	-1%	-15%	21%	?	0.3%
26: O=[N+]([O-])/C=C\c1ccc(N2CCCC2)c(F)c1
→ ?	?	0%	1%	?	25µM*	?	nt	0.2%
27: O=C(O)/C=C/c1ccc([N+](=O)[O-])o1
→ -30%	-5%	1%	-1%[57.1 µM]	2%	15%	10µM*	-24%	-0.1%
28: CON(C)C(=O)CCN(Cc1ccccc1)C(=O)OC(C)(C)C
→ -14%	-23%	4%	-4%	4%	2%	-1%	?	nt
29: Cc1ccc(N/N=C(\C#N)C(=N)N2CCCCCC2)cc1
→ 3%	-25%	4%	-1%	2%	-4%	3%	-7%	-1.0%
30: CCOC(=O)c1c(-c2ccc(OC)cc2)oc2ccc(OCC(N)=O)cc12
→ 8%	-15%	-4%	127%[activator]	0%	-2%	58%[activator]	4%	10%
31: Cn1c(=O)c2sccc2n2c(CCCC(=O)Nc3ccc(Oc4ccccc4)cc3)nnc12
→ -15%	-18%	6%	-5%	5%	1%	3%	0%	6.8%
32: Cc1csc2ncc(C(=O)N3CCCc4ccccc43)c(=O)n12
→ 1%	-20%	-8%	3%[57.1 µM]	-1%	8%	5%[57.1 µM]	25%	2.3%
33: CC(C)(C)NC(=O)Cn1c(Cl)nc2ccccc21
→ 14%	-15%	-5%	2%	0%	-1%	23%[57.1 µM]	0%	-1.4%
34: CC1(C2CC2)NC(=O)N(CC(=O)N2CCN(c3cccc(C(F)(F)F)c3)CC2)C1=O (stereo not drawn)
→ 28%	-1%	0%	11%[57.1 µM]	2%	7%	17%[57.1 µM]	-8%	nt
35: Cc1ccccc1NC(=O)CC1SC(=Nc2ccc(O)cc2)NC1=O (stereo not drawn)
→ -12%	-15%	8%	3%	1%	-20%	16%	10%	2.2%
36: N#CCC(=O)Nc1ccc(C(=O)OCC(=O)NCc2ccc3c(c2)OCO3)cc1
→ -4%	-19%	2%	-7%	-1%	1%	1%	51%[activator]	1.8%

# Given as labelled records: entries from further up.
[26] O=[N+]([O-])/C=C\c1ccc(N2CCCC2)c(F)c1
  RGS4 inh = ? | USP1 inh = ? | IDH1 R132H inh = 0% | TrxR1 substrate = 1% | Vif-A3G inh = ? | Vif-APOBEC3F blk = 25µM* | rTrxR1 inhibitor = ? | 12-LOX inh = nt | RXFP1 agonist = 0.2%
[27] O=C(O)/C=C/c1ccc([N+](=O)[O-])o1
  RGS4 inh = -30% | USP1 inh = -5% | IDH1 R132H inh = 1% | TrxR1 substrate = -1%[57.1 µM] | Vif-A3G inh = 2% | Vif-APOBEC3F blk = 15% | rTrxR1 inhibitor = 10µM* | 12-LOX inh = -24% | RXFP1 agonist = -0.1%
[28] CON(C)C(=O)CCN(Cc1ccccc1)C(=O)OC(C)(C)C
  RGS4 inh = -14% | USP1 inh = -23% | IDH1 R132H inh = 4% | TrxR1 substrate = -4% | Vif-A3G inh = 4% | Vif-APOBEC3F blk = 2% | rTrxR1 inhibitor = -1% | 12-LOX inh = ? | RXFP1 agonist = nt
[29] Cc1ccc(N/N=C(\C#N)C(=N)N2CCCCCC2)cc1
  RGS4 inh = 3% | USP1 inh = -25% | IDH1 R132H inh = 4% | TrxR1 substrate = -1% | Vif-A3G inh = 2% | Vif-APOBEC3F blk = -4% | rTrxR1 inhibitor = 3% | 12-LOX inh = -7% | RXFP1 agonist = -1.0%
